Compound activity deposited in PubChem by National Center for Advancing Translational Sciences (NCATS).
EPAC1 agonist: agonists of human EPAC1. 0.073% of 360,000 active. EPAC1 agonist qHTS, biochemical assay; response scale: 100% = response to 6.5 mM cAMP. Potency, µM (highest dose often 154 µM), for inactives: at the top dose activation, actives largely listed as activators. O95398. AID 720707; further: potency means the concentration at half of the fitted maximal effect; nearly all actives have a fitted effect of over 60% in size
Target sequence (O95398 whole entry, looked up): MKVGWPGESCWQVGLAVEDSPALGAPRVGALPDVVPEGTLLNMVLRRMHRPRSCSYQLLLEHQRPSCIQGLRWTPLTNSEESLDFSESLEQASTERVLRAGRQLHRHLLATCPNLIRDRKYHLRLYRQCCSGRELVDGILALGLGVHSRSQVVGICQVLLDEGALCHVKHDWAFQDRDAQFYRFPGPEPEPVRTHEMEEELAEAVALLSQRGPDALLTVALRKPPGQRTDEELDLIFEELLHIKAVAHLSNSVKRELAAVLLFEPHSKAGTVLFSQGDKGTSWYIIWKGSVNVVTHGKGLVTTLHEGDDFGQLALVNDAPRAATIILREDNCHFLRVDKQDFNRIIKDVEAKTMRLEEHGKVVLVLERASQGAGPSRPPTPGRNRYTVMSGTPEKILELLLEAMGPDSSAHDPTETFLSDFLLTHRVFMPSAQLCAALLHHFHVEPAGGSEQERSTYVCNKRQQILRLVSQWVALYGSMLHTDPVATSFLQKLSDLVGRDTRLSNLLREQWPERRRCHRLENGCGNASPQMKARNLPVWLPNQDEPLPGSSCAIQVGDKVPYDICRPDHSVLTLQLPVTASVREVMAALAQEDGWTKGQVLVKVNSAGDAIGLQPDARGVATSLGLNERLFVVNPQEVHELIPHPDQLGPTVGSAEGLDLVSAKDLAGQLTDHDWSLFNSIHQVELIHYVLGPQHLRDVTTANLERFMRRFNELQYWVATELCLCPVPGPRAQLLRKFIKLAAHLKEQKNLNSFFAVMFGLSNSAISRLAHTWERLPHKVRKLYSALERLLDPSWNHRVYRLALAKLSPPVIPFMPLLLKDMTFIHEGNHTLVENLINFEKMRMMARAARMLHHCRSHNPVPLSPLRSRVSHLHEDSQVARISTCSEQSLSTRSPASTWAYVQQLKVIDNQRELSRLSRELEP
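Read-out is the fluorescence drop as BODIPY-GDP leaves Rap1B (480 nm excitation, 540 nm emission), recorded every 5 minutes over 30 minutes. Reactions held 100 nM EPAC1, 250 nM Rap1B–BODIPY-GDP and 50 uM GDP, with 6.5 mM cAMP setting full activation.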
GLP1R ag: activates the human GLP-1 receptor; AID 624172; P43220; 0.007% of 380,000 active; HEK293 GLP-1R CRE-luciferase, luminescence, 4-6 h; cells express a hypersensitive GLP-1R form; Potency, µM (titrated, usually from 45.6 µM), inactives show at the highest dose activation, actives largely listed as activators; further: potency means the concentration at half of the fitted maximal effect; % of control where 0% means no effect
PTHR1 ag: agonists of human PTHR1 parathyroid hormone receptor | Q03431 | AID 743266 | Potency, µM (top dose mostly 115 µM), inactives show top-dose activation, most hits filed as activators | 0.075% of 410,000 active | HEK293 GP2 PTHR1 cells, GloSensor cAMP luminescence, 1 h; further: potency means the concentration at half of the fitted maximal effect; nearly all actives have a fitted effect of over 55% in size; some results filed as inactive show a strong effect at the top dose; inactives centre near -15; many of its hits are not listed in these tables
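HEK-293-derived GP2 cells expressing PTHR1 and a GloSensor cAMP reporter, 3,000/well, plated overnight, given luciferin plus IBMX (each 0.5 mM as added) for 1 h at 37 °C, then compound for 1 h at 37 °C. Luminescence was read after 15 min at room temperature.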
EPAC1 antagonist: EPAC1 (human) antagonism | Potency, µM (titrated, usually from 115 µM), inactives show at the top dose activity change, negative = inhibition, most hits filed as inhibitors | 0.14% of 360,000 active | EPAC1 GEF assay, Rap1b-BODIPY-GDP exchange fluorescence | O95398;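 further: potency means the concentration at half of the fitted maximal effect; plate controls were vehicle for no effect and positive control for full effect; nearly all actives have a fitted effect of over 50% in size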
GLP1R inv ag: GLP-1 receptor (human) inverse agonism; 1.6% of 410,000 active; AID 624417; P43220; Potency, µM (top dose mostly 38.3 µM), without a hit: at the top dose activity change, negative = inhibition, hits mostly inhibitors; HEK293 GLP-1R CRE-luciferase, luminescence, 24 h; GLP-1R form is constitutively active; further: potency means the concentration at half of the fitted maximal effect; on the % scale 0 is the no-effect control and ±100 the full control effect; nearly all actives have a fitted effect of over 55% in size
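Inverse agonists were sought by their lowering of basal cAMP reporter luciferase output in HEK293 cells stably carrying constitutively active human GLP-1R, after 24 h compound treatment.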
PLK1 PBD inh: PLK1 (human) polo-box domain binding inhibition. Plk1 PBD binding of FITC phosphopeptide, fluorescence polarization. Potency, µM, inactives show max response, negative = inhibition, usual class: inhibitors. 2.8% of 360,000 active. AID 720504; further: potency means the concentration at half of the fitted maximal effect; series mostly up to about 57 µM; on the % scale 0 is the no-effect control and ±100 the full control effect; nearly all actives have a fitted effect of over 65% in size
GLP1R cytotox: cytotoxic in the GLP-1 receptor inverse agonist counter-screen. HEK293 cAMP-luciferase reporter cells, luminescence, 24 h. Potency, µM (series often up to 38.3 µM), for inactives: at the top dose activity change, negative = inhibition, actives largely listed as inhibitors. 0.13% of 410,000 active. AID 624418;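 further: loss of luciferase light is scored as toxicity; potency means the concentration at half of the fitted maximal effect; on the % scale 0 is the no-effect control and ±100 the full control effect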
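To flag toxic compounds, the library was rerun on cells for 24 hr at 37 deg C and 5% CO2. Viability-linked luminescence was captured 12 min after adding luciferase detection reagent.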
PI5P4K alpha inh: blocks human PI5P4K alpha kinase activity. PI5P4Kalpha enzyme, ADP-Glo luminescence, 60 min; stronger effect = lower value. max response, %. 1.2% of 330,000 active. AID 652105; active means max response of -50% or lower; inconclusive means between -30% and -50%; inactive means -30% or higher; further: value at the top dose of about 77 µM; on the % scale 0 is the no-effect control and ±100 the full control effect
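qHTS, 1536-well: enzyme/substrate mix, compound by pin tool, 5 microM ATP final; RT 60 min; ADP-Glo reagents 1 (45 min) then 2 (30 min); luminescence.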
IL2 activator: IL-2 activation. IL-2 activation reporter assay, cell-based qHTS; stimulated with anti-CD3/CD4/CD28 beads; in transgenic mouse T cells. activation, % (series mostly up to about 46 µM). 0.065% of 360,000 active. AID 652025; in the data active means activation above about 50%; inconclusive means mostly about 30% to 49%; further: 0% is about no effect
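Readout: EGFP and DsRed signals by fluorescent plate cytometry. Unstimulated transgenic mouse T cells received compound 60 min before antibody-bead stimulation, then incubated 18 h at 37 degrees C.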
* marks the source's active call; other numbers are inactive results; i = inactive; ? = inconclusive; . = not tested or not shown; [ ] = dose if it differs, or a comment. Unless noted, the call rests on the fitted dose curve; in most records, active means well fitted curve in the direction sought with a large enough effect; inconclusive means small, poorly fitted or top-dose-only effect, or another doubt; inactive means no such curve, though single readings can be large; an effect the other way counts as inactive or inconclusive.

SMILES	EPAC1 agonist	GLP1R ag	PTHR1 ag	EPAC1 antagonist	GLP1R inv ag	PLK1 PBD inh	GLP1R cytotox	PI5P4K alpha inh	IL2 activator
CCCCNC(=O)NNC(=O)c1ccc(F)cc1	9%	-2%	i	11%	3%	-8%	7%	2	-0.9
Cc1cccc(-c2nc(-c3ccc4c(c3)[nH]c(=O)n4C)no2)c1	.	-1%	-18%	.	32%[activator]	.	4%	.	.
O=C(N/N=C/c1ccccc1OCc1ccccc1)c1cccs1	21%	-1%	i	-21%	-17%	-18%	3%	-6	-1.1
CC(=C1C(=O)c2ccccc2C1=O)N1CCN(C/C=C/c2ccccc2)CC1	9%	1%	-39%[inhibitor]	-10%	-2%	?	-3%	.	-0.4
COCCNc1nc(NCc2cccc(OC)c2OC)c2sccc2n1	4%	-1%	i	3%	?	-3%	-1%	3	-0.4
O=C(C1CC1)N1CCN=C1SCc1cccc(C(F)(F)F)c1	-4%	1%	-10%	0%	?	-3%	-5%	5	-3.4
O=C(O)CSCC(=O)N1CCCN(c2ccc(C(F)(F)F)cn2)CC1	11%	1%	i	12%	2%	-9%	0%	-2	0.4
CCOc1ccc2nc(NC(=O)CCn3cccc3)sc2c1	2%	-3%	-24%	0%	5%	-3%	-9%	-6	-0.3
CC(Cc1ccccc1)NC(=O)CSc1nc2nc3c(cc2c(=O)n1-c1ccccc1)COC(C)(C)C3 (stereo not drawn)	4%	-13%	?	-13%	-2%	-9%	3%	.	-2.3
CC(=O)OCC1=C(C(=O)OC(C)(C)C)N2C(=O)[C@@H](NC(=O)Cc3ccccc3)[C@H]2SC1	0%	5%	i	?	14%	17µM*	0%	-51*	-0.4
COc1ccc(S(=O)(=O)N2CCCC(C(=O)N3CCN(C)CC3)C2)cc1C (stereo not drawn)	-1%	-3%	i	-25%	0%	-8%	5%	2	-5.2
Cc1ccc(-c2cc(Cc3ccccn3)c(=O)[nH]n2)cc1	6%	10%	i	-11%	13%	-3%	-9%	-2	0.9
O=C(NCc1ccc(Cl)cc1)c1n[nH]c([N+](=O)[O-])c1Cl	-2%	0%	-39%[inhibitor]	0%	-12%	19µM*	-2%	-25	0.0
CNC(=O)COC(=O)c1ccc(-c2nc3ccccc3s2)s1	5%	1%	-30%	-22%	1%	-3%	1%	-3	-0.1
CCC(=O)Nc1nc2ccc3nc(C)sc3c2s1	2%	0%	4%	-12%	42%[activator]	5%	10%	2	1.5
CCc1ccc(CNC(=O)CCc2cn(C)c3ccccc23)cc1	-11%	15%	i	-12%	?	4%	1%	-1	4.1
COc1ccc(/C=C(/NC(=O)c2cccs2)C(=O)NC(C)(C)C)cc1OC	5%	-1%	i	-17%	5%	0%	5%	-3	-1.2
CCN(c1ccccc1)S(=O)(=O)c1ccc(OC)c(NC(=O)c2ccc(=O)[nH]c2)c1	-2%	4%	i	-13%	5%	-11%	-1%	4	-0.7
Cc1cc(=O)[nH]c(SCC(=O)/C=C2\N(C)c3ccccc3C2(C)C)n1	7%	1%	-33%[inhibitor]	-19%	-16%	-10%	-4%	-10	-3.1
Cc1cccc(NC(=O)CNC(=O)CN2CCN(C)CC2)c1C	11%	1%	i	-1%	-1%	-1%	-6%	-5	0.1
Cc1cccc(NC(=O)C(NS(=O)(=O)c2ccc3c(c2)CCC(=O)N3)c2ccccc2)n1 (stereo not drawn)	2%	-15%	-18%[57.5 µM]	-1%	1%	13µM*	-2%	.	-2.3
CN(C)c1ccc(CNC(=O)C2(C)Cc3c(-c4ccccc4)ccnc3O2)cc1 (stereo not drawn)	2%	-5%	-19%	-5%	?	3%	-21%	1	0.1
CCOCCCNCc1cc(Br)ccc1OCC	3%	0%	12%	-3%	-8%	0%	14%	-11	-1.5
O=C(Nc1ccc(S(=O)(=O)Nc2ccc(F)cc2)cc1)c1ccc(CN2CCOCC2)cc1	3%	4%	i	?	?	-5%	-4%	2	-2.3
COc1ccc(C(=O)Nc2c(C)ccc3nsnc23)cc1[N+](=O)[O-]	3%	-7%	i	-5%	4%	1%	-17%	-6	-0.4

Further records follow:
SMILES	EPAC1 agonist	GLP1R ag	PTHR1 ag	EPAC1 antagonist	GLP1R inv ag	PLK1 PBD inh	GLP1R cytotox	PI5P4K alpha inh	IL2 activator
Nc1nnnn1/N=C/c1ccc(O)cc1	0%	-11%	i	-16%	14%	-5%	-8%	-2	4.3
CC(C)NC(=O)c1ccc2nc([C@@H]3O[C@H](CO)[C@H](O)[C@H](O)[C@H]3O)[nH]c2c1	-13%	-5%	i	1%	6%	-8%	2%	1	0.5
COCCCNC(=O)c1cc(-c2cccnc2)nc2ccc(S(=O)(=O)N3CCCCCC3)cc12	4%	2%	?	-30%	8%	-10%	18%	0	-1.4
CC1(C)CC(NC(=O)c2c(N)no[n+]2[O-])CC(C)(C)N1	11%	0%	i	-17%	-11%	-3%	16%	-5	-0.1
CCOC(=O)C1CCN(S(=O)(=O)CCNC(=O)c2ccc3c(c2)OCO3)CC1	3%	-2%	-23%	-4%	-2%	-2%	7%	8	0.4
COc1ccc(NC(=O)CSc2nc3ccccc3nc2N2CCCC2)cc1	1%	4%	-3%	-20%	-17%	-8%	-11%	12	-3.2
OCCC1CN(Cc2cccn2-c2nccs2)CCN1Cc1ccccc1 (stereo not drawn)	6%	12%	i	3%	-10%	-7%	-9%	1	-0.2
Cc1cccc(C)c1NC(=O)C1c2ccccc2OCC(=O)N1CCc1ccccc1 (stereo not drawn)	-11%	4%	i	-27%	-8%	-18%	3%	-1	0.7
CN1CCN(C=Nc2nc3ccccc3nc2N2CCCC2)CC1	-10%	15%	-20%	6%	6%	-6%	-5%	6	-4.4
Cn1c(CN2CCCC2)nc2cc(NC(=O)c3ccco3)ccc21	7%	-4%	-19%[57.5 µM]	-4%	1%	-8%	-20%	.	-3.3
Cc1nc2ccccc2n1-c1nc(-c2ccco2)cc(C(F)(F)F)n1	-3%	-4%	i	7%	?	1%	4%	.	-1.5
CC(C)c1ccccc1NC(=O)COC(=O)COc1ccccc1[N+](=O)[O-]	1%	3%	i	4%	47%[activator]	3%	1%	-1	0.1
COc1ccc(CCN(C)Cc2c(O)ccc3cc(Br)ccc23)cc1OC	17%	-1%	-21%	3%	?	?	-12%	-4	-0.6
COc1ccccc1Nc1cc(C)nc2c(C)cccc12	-4%	5%	-10%	-3%	-13%	6%	-18%	0	-0.4
Cc1cc2c(cc1C)CSC(c1c(O)ccc3ccccc13)SC2	3%	1%	-3%	-15%	13µM*	-8%	?	-7	-4.4
CCCCN(C(=O)c1ccc(S(=O)(=O)N(C)C)cc1)c1ccccc1	9%	16%	i	-17%	?	5%	0%	-1	-0.9
O=C(CCN1CCC(c2ccc(Cl)s2)=N1)c1ccc(Cl)s1	-1%	-1%	i	-9%	10%	-9%	4%	4	1.7
COc1ccc(C=O)cc1CN1CCCN(Cc2ccc(Cl)cc2)S1(=O)=O	14%	18%	0%	0%	7.1µM*	4%	1%	-3	0.0
O=C(Nc1ccc(S(=O)(=O)N2CCCC2)cc1)c1cc(=O)c2ccccc2o1	15%	2%	i	-11%	12%	-12%	1%	-1	-1.2
CCOC(=O)c1c(S(=O)(=O)NCCc2cccs2)c(C)n(C)c1C	4%	9%	-19%	-5%	-14%	-13%	0%	-7	-3.2
O=[N+]([O-])c1ccccc1CNc1ccc(F)c(Cl)c1	14%	1%	i	-9%	?	-10%	-8%	1	-2.6
COc1ccc(C(C)=O)cc1CSc1ccccn1	3%	11%	-22%	-14%	10%	-7%	0%	6	-0.7
CN1CCc2c(sc3nc(SCC(=O)NCc4ccco4)n(-c4ccccc4)c(=O)c23)C1	-8%	22%	i	-11%	16%	3%	-5%	-8	-0.6
O=C(NCc1cccnc1)c1ccc(Cn2cc(C(F)(F)F)ccc2=O)cc1	3%	5%	-10%	-4%	?	-4%	6%	1	-0.3
Cc1cccc(C)c1NC(=O)C1NC(=O)CC1c1ccccc1 (stereo not drawn)	-11%	3%	i	-8%	-12%	-5%	1%	4	-2.6

Next records follow.
SMILES	EPAC1 agonist	GLP1R ag	PTHR1 ag	EPAC1 antagonist	GLP1R inv ag	PLK1 PBD inh	GLP1R cytotox	PI5P4K alpha inh	IL2 activator
COc1ccccc1-c1nc2cc3ccccc3cc2nc1-c1ccccc1	11%	8%	i	-22%	?	-2%	38%[activator]	21	1.9
CCCCn1nc2cc(C(=O)NCc3ccc(C(F)(F)F)cc3C(F)(F)F)ccc2c1OCC	-25%	20%	i	-23%	?	-8%	-11%	12	-2.2
COc1ccc(NC(=O)C2C(c3ccc4c(c3)OCO4)=Nc3ccccc3N2C(=O)c2cccc(C(F)(F)F)c2)cc1 (stereo not drawn)	0%	.	i	-1%	-30%	4%	-7%	5	0.7
Cc1ccc(C)c(CN2C(=O)c3ccccc3S(=O)c3ccc(C(=O)NCc4ccccc4Cl)cc32)c1 (stereo not drawn)	.	-2%	-16%	.	21%	.	2%	.	.
COc1ccc(CCN2C(=NC(=O)CCC(=O)O)SC3CS(=O)(=O)CC32)cc1OC (stereo not drawn)	4%	3%	i	6%	0%	1%	4%	.	-0.8
COC(=O)C1=C(C(=O)c2ccc(C)cc2)C(c2ccc(OC)c(OC)c2)n2nnnc2N1 (stereo not drawn)	15%	9%	-3%[57.5 µM]	-14%	3%	-6%	-24%	5	-0.8
O=[N+]([O-])c1ccc(NN=C(c2ccccc2)c2ccccc2)nc1	4%	-3%	-22%	2%	3%	3%	-11%	1	-3.4

An excerpt from above, limited to PLK1 PBD inh:
Structure	PLK1 PBD inh
COc1ccccc1-c1nc2cc3ccccc3cc2nc1-c1ccccc1	-2%
CCCCn1nc2cc(C(=O)NCc3ccc(C(F)(F)F)cc3C(F)(F)F)ccc2c1OCC	-8%
COc1ccc(NC(=O)C2C(c3ccc4c(c3)OCO4)=Nc3ccccc3N2C(=O)c2cccc(C(F)(F)F)c2)cc1 (stereo not drawn)	4%

Not all compounds are listed. The share of hits here may be higher or lower than overall.
